Bioassay records from PubChem.
HDAC3 inh = blocks human histone deacetylase 3 | recombinant HDAC3, fluorogenic peptide/trypsin coupled, fluorescence | inhibition, % at 8.3 µM | actives 0.15% (n = 320,000) | AID 2718; in the data active means inhibition above about 26%, passing the limit was not always enough
Target sequence (O15379 whole entry, looked up): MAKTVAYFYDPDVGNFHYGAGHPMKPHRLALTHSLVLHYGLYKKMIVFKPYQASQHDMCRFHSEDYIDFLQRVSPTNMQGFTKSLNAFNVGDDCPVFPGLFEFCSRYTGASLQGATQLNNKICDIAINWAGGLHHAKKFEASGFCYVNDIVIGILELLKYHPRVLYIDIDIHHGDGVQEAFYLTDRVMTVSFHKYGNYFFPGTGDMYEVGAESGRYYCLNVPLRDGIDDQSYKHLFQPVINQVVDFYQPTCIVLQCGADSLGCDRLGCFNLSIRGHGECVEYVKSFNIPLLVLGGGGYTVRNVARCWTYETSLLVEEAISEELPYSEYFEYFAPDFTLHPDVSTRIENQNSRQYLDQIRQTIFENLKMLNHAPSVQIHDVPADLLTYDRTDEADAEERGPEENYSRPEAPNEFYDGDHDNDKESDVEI
aSyn 5UTR inh = 5' untranslated region of α-synuclein, MLPCN primary screen | alpha-synuclein 5'UTR reporter, inhibitor activity | actives 0.82% (n = 300,000) | inhibition, % (tested at 7.5 µM) | AID 1813; in the data active means inhibition above about 60%;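 further: H4 neuroglioblastoma cells stably carrying SNCA 5'UTR luciferase fusion; 0% = DMSO wells and 100% = positive control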
KLF5 inh = inhibitors of KLF5 expression | DLD-1 KLF5 promoter-luciferase reporter, luminescence | inhibition, % at 5 µM | actives 0.23% (n = 290,000) | AID 1700;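 active means inhibition above a per-plate limit of that plate's mean compound inhibition plus 3 SD, cut at about 60% in these data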;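 further: 0% = DMSO wells and 100% = LY294002 at 200 µM; higher means less KLF5 promoter-driven luciferase light; inactives centre near -14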
HSF-1 act = increases HSF-1 driven luciferase reporter signal | NIH3T3-HGL HSF-1 luciferase reporter, MG132, 8 h; 100% = twice DMSO control signal | activation, % at 9 µM | actives 1.7% (n = 300,000);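 active means mean replicate activation of at least 50% with a set share of replicates each reaching 50%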;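 further: 0% = median of the neutral control wells and 100% = twice that signal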
HSF1 inh = HSF1 inhibition. NIH3T3-HGL HSE-luciferase, MG132-induced, luminescence 8 h; active compounds read low. activity change, negative = inhibition, % at 7.5 µM (by protocol). actives 0.77% (n = 300,000);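 active means more than half of replicate wells show activity change below -50%, luminescence cut by over half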;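 further: luciferase reports HSF-1 transcriptional activity via heat shock element; 0% = median of DMSO wells and -100% = zero luminescence signal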
Platelet DG rel = modulates dense granule release in human platelets | human platelet-rich plasma, SFLLRN dense granule ATP release, luminescence | inhibition, %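 (compounds screened at 7.5 µM in platelet-rich plasma)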 | actives 0.22% (n = 300,000) | AID 1663;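 active means mean replicate score, as percent of positive control, at or above 50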
HSP90 refold inh = inhibitors of HSP90 luciferase refolding in rabbit reticulocyte lysate; luciferase refolding luminescence, 3 h; inhibition, % at 5.6 µM; actives 0.91% (n = 290,000); AID 1789;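 active means inhibition above the screen-wide mean plus 3 SD, computed separately per campaign, cut at about 16% in these data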;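 further: 0% = DMSO wells and 100% = 60 µM geldanamycin wells; inhibitors lower the luminescence because luciferase stays unfolded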
AI-2 QS mod = modulators of Vibrio harveyi AI-2 quorum sensing system. Vibrio harveyi JMH597 AI-2 luminescence/OD600 ratio, 9 h; active compounds read low; strain lacks LuxN and CqsS sensors; 0 = neutral-control median. activity change, % at 7.5 µM. actives 0.4% (n = 300,000). AID 2094; in the data active means activity change below about -75%, passing the limit was not always enough;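 further: luminescence divided by OD600 gain over 9 h not by final OD600 alone; inactives centre near 13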
HIF activator = HIF pathway transcriptional activation; U2OS HRE-luciferase reporter, luminescence; normalized: DMSO 0%, desferrioxamine 100%; activation, % at 7.5 µM (by protocol); actives 0.32% (n = 300,000);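 active means mean activation of at least 10% of the iron chelator positive control signal, with at least half of replicates also reaching 10%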
IEC-6 tox = kills IEC-6 intestinal cells in KLF5 counter-screen. IEC-6 cytotoxicity, luminescence viability. inhibition, % at 5 µM. actives 0.78% (n = 290,000). AID 1825; in the data active means inhibition above about 22%;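 further: 0% = plate median of test compound wells and 100% = cytotoxic reference compound wells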
Starred values were filed as active, the others as inactive; / = no result given.

SMILES | HDAC3 inh | aSyn 5UTR inh | KLF5 inh | HSF-1 act | HSF1 inh | Platelet DG rel | HSP90 refold inh | AI-2 QS mod | HIF activator | IEC-6 tox
C=CCNC(=S)NNC(=O)C(CCCC)CC(O)COCC(C)C (centres undefined) | 4 | -1 | -12 | 5 | -6 | -11 | -4 | 9 | 0.0 | -4
COc1ccccc1CNC(=O)CSc1n[nH]c(N)n1 | -5 | -25 | -4 | -12 | -5 | 1 | 0 | 7 | 0.3 | 0
COc1ccc(C(=O)N/N=C(\C)c2cccc(NC(=O)c3ccc(F)cc3)c2)c(OC)c1 | -2 | -66 | -89 | 14 | 5 | 0 | -2 | 42 | 0.6 | -2
COc1ccc(S(=O)(=O)N(CCc2ccccc2)CC(=O)NCCCO)cc1 | -5 | 16 | -5 | 14 | 0 | 12 | 0 | 15 | -0.2 | -11
COc1ccccc1/C=C/C=N/NC(=O)c1cc(-c2ccco2)[nH]n1 | 8 | 3 | 18 | 13 | 2 | -18 | -1 | 58 | -0.6 | -6
COC(=O)c1c(NC(=O)CN2CCN(Cc3ccc4c(c3)OCO4)CC2)sc(C)c1C | -5 | -9 | -7 | 12 | 5 | 3 | -1 | 1 | 0.1 | 0
COC(=O)c1ccc2nc(NC(=O)C3CC3)sc2c1 | -8 | -146 | -60 | 28 | 19 | -6 | 39* | 8 | 4.0 | 5
O=[N+]([O-])c1cccc(S(=O)(=O)c2ccc(N3CCCCC3)c([N+](=O)[O-])c2)c1 | 0 | 22 | 13 | 3 | -4 | -5 | -5 | 15 | -0.5 | 1
CCCCCSc1ncccc1C(=O)O | 2 | -6 | -31 | 8 | 1 | -6 | -6 | 21 | -0.1 | 0
CC(COc1ccc(C(C)C)cc1)NC(=O)c1ccc(Br)o1 (centres undefined) | 0 | 6 | -28 | 5 | -5 | 13 | 1 | -83* | -0.4 | 0
CC(C)COCC1CC2(CC(C)C(=O)CC2=O)C(=O)O1 (centres undefined) | -3 | 0 | -6 | -34 | -19 | 24 | -2 | 22 | -0.2 | -1
O=C(NC1CCN(c2ncccn2)CC1)c1c(F)cccc1F | -2 | 7 | -18 | -3 | -6 | 12 | -1 | 17 | -0.6 | 1

Record cards (already shown). Screens in order: HDAC3 inh | aSyn 5UTR inh | KLF5 inh | HSF-1 act | HSF1 inh | Platelet DG rel | HSP90 refold inh | AI-2 QS mod | HIF activator | IEC-6 tox
`COc1ccc(S(=O)(=O)N(CCc2ccccc2)CC(=O)NCCCO)cc1` is listed with -5 | 16 | -5 | 14 | 0 | 12 | 0 | 15 | -0.2 | -11
`COc1ccccc1CNC(=O)CSc1n[nH]c(N)n1` is listed with -5 | -25 | -4 | -12 | -5 | 1 | 0 | 7 | 0.3 | 0
`O=C(NC1CCN(c2ncccn2)CC1)c1c(F)cccc1F` is listed with -2 | 7 | -18 | -3 | -6 | 12 | -1 | 17 | -0.6 | 1
`CC(C)COCC1CC2(CC(C)C(=O)CC2=O)C(=O)O1` (centres undefined) is listed with -3 | 0 | -6 | -34 | -19 | 24 | -2 | 22 | -0.2 | -1
`O=[N+]([O-])c1cccc(S(=O)(=O)c2ccc(N3CCCCC3)c([N+](=O)[O-])c2)c1` is listed with 0 | 22 | 13 | 3 | -4 | -5 | -5 | 15 | -0.5 | 1

Further structures follow.
SMILES | HDAC3 inh | aSyn 5UTR inh | KLF5 inh | HSF-1 act | HSF1 inh | Platelet DG rel | HSP90 refold inh | AI-2 QS mod | HIF activator | IEC-6 tox
Cc1cccc(OCC(=O)NC2CC(C)(C)NC(C)(C)C2)c1 | 7 | 6 | -12 | -15 | -1 | 19 | -5 | 10 | -0.2 | 1
CCOc1ccc(C(c2c(C)n(C)n(-c3ccccc3)c2=O)c2c(C)n(C)n(-c3ccccc3)c2=O)c(O)c1 | 3 | 17 | / | 8 | -1 | -1 | / | 12 | -0.1 | /
O=c1cc(N2CCCCC2)c(-c2ccccc2)nn1Cc1ccccc1 | 7 | 9 | 7 | 20 | 11 | 3 | 2 | 41 | -0.3 | 0
COc1ccc(-c2nnn(CC(=O)N(CC3CCCO3)C(C(=O)NC(C)(C)C)c3ccco3)n2)cc1OC (centres undefined) | 4 | -5 | 16 | 1 | -5 | -1 | 2 | 16 | 0.7 | 5
CSc1ncc(Cl)c(C(=O)Nc2ccc(S(=O)(=O)N3CCOCC3)cc2)n1 | 8 | -11 | -27 | -1 | 2 | -7 | -1 | 16 | -0.3 | -3
Cc1cc(C)c(C)c(S(=O)(=O)NCc2ccco2)c1C | 3 | -9 | -24 | 78* | 46 | -4 | 2 | 17 | -0.1 | -4
O=C(/C=C/c1ccccc1[N+](=O)[O-])N1CCN(C(=O)c2ccco2)CC1 | 5 | -6 | -2 | -2 | 0 | 20 | 4 | -10 | 0.1 | -5
CC(C)CSc1nc2ccccc2[nH]1 | 5 | -95 | -47 | 27 | 7 | 1 | 0 | 26 | 4.6 | 1
CN(CCC#N)C(=O)COC(=O)c1ccc(Cl)c(S(N)(=O)=O)c1 | 7 | 0 | -14 | 2 | -3 | -2 | 1 | 20 | -0.2 | 4
COc1ccc(OC)c(N/C(N)=N/c2nc(C)cc(C)n2)c1 | 1 | -7 | -31 | 38 | 13 | 2 | -3 | 6 | -14 | 5
O=C(NCc1cccnc1)c1cnc2ccccc2n1 | -3 | 19 | 2 | -13 | -1 | -1 | 0 | 60 | 0.2 | 3
COc1cccc(-n2c(SC)nnc2-c2cnccn2)c1 | -1 | -9 | -22 | -10 | -4 | 2 | -1 | 17 | 0.1 | -10
O=C(/C=C/Sc1ccccc1)c1ccccc1 | 13 | -18 | -115 | 117* | 80 | 10 | 0 | -92* | 4.6 | 2
O=C(O)CSc1nnnn1-c1ccccc1 | 4 | 18 | -15 | 2 | 6 | -1 | 6 | 33 | -0.4 | 0
COC(=O)c1ccc(-c2ccc(/C=N/N3C(=O)C4C5C=CC(C6CC56)C4C3=O)o2)cc1 (centres undefined) | 1 | -100 | -73 | 11 | -3 | -3 | 4 | 44 | 1.5 | -1
CCc1c(C)nc2c(-c3ccccc3)c[nH]n2c1=O | -33 | -5 | -28 | -2 | -9 | -2 | 1 | 14 | 0.9 | -2
O=C(COc1ncnc2ccccc12)NC1CCS(=O)(=O)C1 (centres undefined) | 8 | -4 | 1 | 2 | -8 | -2 | -1 | 20 | -0.6 | -2
CCOc1ccc(NC(=O)Cc2cccc3ccccc23)c([N+](=O)[O-])c1 | 5 | 7 | -15 | 4 | 4 | 2 | 3 | 19 | -0.1 | -1
Cc1sc(N)nc1-c1c(C)n(C)c2ccccc12 | 2 | 4 | -48 | -3 | -4 | 2 | 8 | 7 | 0.5 | 5
CCc1ccc(OCC(=O)NC(=S)Nc2ccc(C(C)=O)cc2)c(Br)c1 | 7 | 21 | -7 | -45 | -26 | -8 | -5 | 13 | -0.6 | -2
O=C(Nc1ccccc1C(=O)NC(Cc1ccccc1)C(=O)NC1CCCCCC1)c1ccccc1 (centres undefined) | -2 | 8 | 0 | 27 | 7 | 2 | -1 | 8 | -0.8 | -3
CN(C)c1cc[n+](CCC(=O)Nc2cccc([N+](=O)[O-])c2N)cc1 | 0 | -20 | -17 | -23 | -14 | 14 | 9 | 22 | -0.5 | 4
CS(=O)(=O)N1CCC(Oc2ccccc2C(=O)NC2CCOC2)CC1 (centres undefined) | 4 | -17 | -23 | 12 | 7 | 3 | -4 | 11 | -0.4 | -3
Cc1cccc(C(=O)c2c[nH]cc2-c2ccccc2)c1 | 1 | 0 | -3 | 11 | 4 | -2 | 1 | 16 | -24 | 3
CCOC(=O)c1c(NC(=O)COC(=O)Cn2cnc3ccccc32)sc2c1CCC(C)C2 (centres undefined) | 14 | / | 7 | / | / | / | 3 | / | / | 4
O=C(/C=C/c1ccco1)N1CCN(c2ncccn2)CC1 | 3 | -49 | -43 | 3 | 0 | -2 | -5 | 29 | 0.9 | 2
CCN1C(=O)C(CC(=O)Nc2ccc(F)cc2)N(CCCN2CCN(c3ccc(F)cc3)CC2)C1=S (centres undefined) | 2 | 16 | 4 | 26 | 20 | 20 | -3 | 30 | -1.0 | 7
CC(C)[C@H](NC(=O)c1ccc(Cl)c([N+](=O)[O-])c1)C(=O)O | -4 | -8 | -7 | -6 | -7 | 8 | -1 | 49 | -0.2 | 1
CCN(CCO)C(=O)c1ccc2oc(Cc3ccc(Cl)cc3)nc2c1 | 5 | 3 | 2 | -23 | -11 | 1 | -3 | 9 | 0.5 | -4
C=CCn1c(CNc2ccc(C)cc2)nnc1SCC(=O)N/N=C/c1ccc(O)cc1 | 4 | -5 | -25 | -9 | -1 | 1 | 2 | 25 | 0.4 | -4
COC(=O)CNC(=O)Cn1cnc2sc(C)c(S(=O)(=O)N3CCN(c4ccccc4OC)CC3)c2c1=O | -3 | 0 | -10 | -4 | -6 | -1 | -4 | / | -0.3 | 5
COc1cc(-c2[nH]nc3c2C(c2ccco2)C(C#N)=C(N)O3)cc(OC)c1OC (centres undefined) | / | 11 | -16 | 13 | 3 | 10 | 0 | 22 | -0.1 | 4
O=C(Nc1ccc(O)c2c(=O)cc(-c3ccccc3Cl)oc12)c1ccc(F)cc1 | / | 17 | / | 12 | -2 | 2 | / | 9 | 0.2 | /
Cc1cc(F)ccc1S(=O)(=O)N1CCCOC1CNC(=O)C(=O)NCCC1=CCCCC1 (centres undefined) | 2 | -6 | -5 | -5 | -4 | -33 | -4 | 28 | -0.1 | -5
CCOC(=O)c1ccc(S(=O)(=O)N2CCN(C(=O)c3cc(=O)c4ccccc4o3)CC2)cc1 | 5 | -6 | -1 | 9 | -6 | 11 | 3 | 1 | -0.4 | 10
O=c1c2ccccc2[nH]c(=S)n1Cc1cccnc1 | -5 | -17 | 6 | 8 | 2 | -9 | -1 | -25 | -0.6 | 2
COc1ccc(CNC(=O)C(=O)NCC2OCCN2S(=O)(=O)c2ccc(F)cc2)cc1 (centres undefined) | -8 | 25 | -14 | 1 | -7 | -2 | -4 | 16 | -0.7 | -8
CCOc1ccccc1C(=O)NCC(=O)NNC(=O)c1cccc(S(=O)(=O)Nc2ccc(OC)cc2)c1 | -2 | 9 | / | -6 | -3 | 3 | / | 15 | 0.3 | /
O=c1cc(N2CCOCC2)[nH]c(=O)n1C1CCCCC1 | -15 | -8 | 20 | 2 | -2 | -11 | 7 | 11 | -0.4 | 0
COc1cc(O)c(C(CCN2CCN(c3ccccc3)CC2)c2cc(OC)c(OC)c(OC)c2)c(OC)c1 (centres undefined) | 1 | 2 | / | -17 | 8 | -6 | / | 3 | -1.0 | /
CCCN(CC(=O)Nc1ccccc1OC)C(=O)c1cc(S(=O)(=O)NCc2ccccc2)ccc1C | 4 | -6 | -7 | 5 | 7 | 18 | -1 | 31 | 0.0 | 5
Cc1ccc(C)c(NS(=O)(=O)c2cc(C(=O)NCCSC3CCCCC3)ccc2C)c1 | 15 | -2 | -13 | 26 | 17 | -1 | -4 | -20 | -0.1 | -6
CC1CN(C/C(=N\O)C23CC4CC(CC(C4)C2)C3)CC(C)O1 (centres undefined) | -1 | 22 | -20 | -3 | -6 | -1 | -3 | 0 | -6.4 | -10
COc1ccccc1NC1=C(Cl)C(=O)OC1OC(=O)c1ccco1 (centres undefined) | 11 | -10 | -11 | 8 | 12 | 4 | 1 | 12 | -0.9 | 0
CC12CCC(=O)N1C(C(=O)Nc1ccc(Cl)c(S(=O)(=O)N3CCCCC3)c1)CS2 (centres undefined) | / | -7 | / | 1 | -1 | 5 | / | 14 | -0.3 | /
Cc1ccc(-c2nnn(CC(=O)N(Cc3ccco3)C(C(=O)NC(C)(C)C)c3ccc(C)o3)n2)o1 (centres undefined) | 8 | 15 | -29 | 10 | 10 | 0 | 3 | 4 | 0.2 | -1
